Menin-MLL TR inh: inhibitors of human menin-MLL interaction, mutant MLL peptide. Menin + Texas Red MLL mutant peptide, fluorescence polarization. Potency, µM (highest dose often 61.6 µM), without a hit: at the highest dose FP activity change, negative = inhibition, hits mostly inhibitors. 270,000 compounds, 0.23% hits. AID 1768; active means well fitted inhibition curve with a large enough effect in the polarisation, with a control signal flat, not every such curve was filed as active; inconclusive means small, poorly fitted or top-dose-only effect, or effect the other way, or a change in a side signal; inactive means no such curve, though single readings can be large or run the other way; the % refers to the polarisation; further: potency means the concentration at half of the fitted maximal effect; % of control where 0% means no effect; many of its hits are not listed in these tables
KCNH2 3.1 inh: KCNH2 3.1 (human) potassium channel inhibition. U2OS KCNH2 3.1, thallium flux FluxOr; hits give low values. activity change, % (tested at about 1.8 µM). 340,000 compounds, 0.95% hits;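 active means maximum activity change below -70%; inconclusive means maximum activity change from -70% to -50%; inactive means maximum activity change above -50%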;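 further: thallium influx rate constant from kinetic fluorescence after stimulation buffer; on the % scale 0 is the no-effect control and ±100 the full control effect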
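U2OS cells transduced with KCNH2 3.1 mutant virus (1.77 x 10^8 /mL, 4 h), plated overnight at 37 C, loaded 45 min with FluxOr dye plus Red40 quencher. Thallium flux rate constant from kinetic reads after stimulation buffer, normalised to controls.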
hERG WT inh: inhibitors of human wildtype KCNH2 potassium channel; U2OS, BacMam KCNH2, thallium flux FluxOr; hits give low values; AID 720551; activity change, % at 1.84 µM; 340,000 compounds, 0.37% hits; Q12809;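 active means maximum activity change below -70%; inconclusive means maximum activity change between -70% and -50%; inactive means maximum activity change above -50%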; further: on the % scale 0 is the no-effect control and ±100 the full control effect
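U2OS cells were transduced with wild-type KCNH2 virus (2.03 x 10^8 / mL) for 4 h at room temperature, then cultured overnight at 37 C. Thallium flux was read with FluxOr dye. Rate constants were normalized to DMSO controls.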
USP2a inh: USP2a (human) protease inhibition; 330,000 compounds, 0.01% hits; AID 463254; USP2 core, Ub-CHOP2 coupled fluorogenic reporter, 485/531; O75604; Potency, µM (doses to about 38.3 µM), inactives show at the highest dose activity change, negative = inhibition, actives largely listed as inhibitors;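 further: potency means the concentration at half of the fitted maximal effect; plate controls were DMSO wells for no effect and full inhibition by NEM control for full effect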
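USP2 core (10nM final) preincubated 30min RT with compound in 20mM Tris-HCl pH 8.0, 2mM CaCl2, 2mM beta-mercaptoethanol, 0.05% CHAPS; 25nM Ub-CHOP2 plus 25nM reporter substrate added, fluorescence (Ex485/Em531) read after 60min.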
FBPA coupling cs: counter-screen for Giardia aldolase inhibitors: coupling enzyme system; activity change, negative = inhibition, % at 58.2 µM, hits read low; 290,000 compounds, 0.67% hits; coupling enzyme system counterscreen, AmpLite Red fluorescence; in the data active means activity change below about -30%; further: on the % scale 0 is the no-effect control and ±100 the full control effect
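Counterscreen lacking aldolase: glyceraldehyde-3-phosphate coupling-enzyme reagent preincubated 10 min at RT with compound (at 57.5 uM final), then substrate/coupling system with AmpLite Red added; fluorescence read at 525/598 nm after 20 min RT.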
CXXC DNA block: blocks binding of human MLL CXXC domain to DNA; AID 2662; MLL-CXXC / FITC-HOXA9 DNA fluorescence polarization; Q03164; Potency, µM (doses to about 115 µM), for the others: top-dose activity change, negative = inhibition, most hits filed as inhibitors; 290,000 compounds, 0.037% hits; active means well fitted inhibition curve with a large enough effect in the polarisation, with a control signal flat, not every such curve was filed as active; inconclusive means small, poorly fitted or top-dose-only effect, or effect the other way, or a change in a side signal; inactive means no such curve, though single readings can be large or run the other way; the % refers to the polarisation; further: potency means the concentration at half of the fitted maximal effect
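Fluorescence polarization: 7 uM MLL-CXXC (stock) preincubated 5 min with compounds, then 50 nM fluorescein-HOX-A9 DNA (stock) added; 30 min ambient. Buffer 50 mM Tris-HCl pH 7.5, 50 mM NaCl, 1 mM DTT, 0.05% BSA.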
GALK inhibitor: blocks human galactokinase activity. Purified GALK, Kinase-Glo residual ATP luminescence. P51570. 270,000 compounds, 0.007% hits. Potency, µM (highest dose often 57.5 µM), without a hit: at the highest dose activity change, negative = inhibition, usual class: inhibitors; further: potency means the concentration at half of the fitted maximal effect; on the % scale 0 is the no-effect control and ±100 the full control effect
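Human GALK (5 nM) with 35 uM ATP and 100 uM galactose in 20 mM HEPES pH 8.0, 5 mM MgCl2, 60 mM NaCl, 1 mM DTT, 0.01% BSA. After 1 h at room temperature, leftover ATP was read by Kinase-Glo Plus luminescence.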
B2AR arrestin: agonists driving beta-arrestin recruitment to human beta2-adrenergic receptor; P07550; beta-arrestin recruitment to beta2AR, cell-based reporter; Potency, µM (titrated, usually from 46.1 µM), inactives show at the top dose activation, most hits filed as activators; 330,000 compounds, 0.02% hits;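 further: potency means the concentration at half of the fitted maximal effect; 0% = DMSO controls and full agonism = EC100 isoproterenol or metaproterenol; nearly all actives have a fitted effect of over 65% in size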
Giardia killer: Giardia lamblia killing; Giardia lamblia trophozoite viability; activity change, % at 7.66 µM, hits read low; 340,000 compounds, 0.15% hits; in the data active means activity change below about -80%; inconclusive means between about -30% and that limit;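 further: parasites exposed to compound for two days anaerobically before the ATP read; on the % scale 0 is the no-effect control and ±100 the full control effect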
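Anaerobic 48 hrs incubation at 37 deg C of 100 trophozoites/well with test compounds; ATPLite 1-Step luminescence, 15-30 min RT, reports cellular ATP as viability.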
PKM2 act: increases activity of human pyruvate kinase M2. P14618. purified PKM2, Kinase-Glo ATP luminescence, activation; response scale: 0% is enzyme alone, no compound. Potency, µM (highest dose often 57.5 µM), for inactives: at the top dose activation, most hits filed as activators. 260,000 compounds, 0.34% hits. AID 1631; further: potency means the concentration at half of the fitted maximal effect; on the % scale 0 is the no-effect control and ±100 the full control effect; nearly all actives have a fitted effect of over 55% in size
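Purified hPK-M2 (>95% pure) converted ADP (0.1 mM final) to ATP with 0.5 mM PEP in 50 mM imidazole pH7.2, KCl, MgCl2, Tween 20, BSA; 1 h at room temperature. ATP detected by Kinase-Glo luminescence.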
TRPV1 agonist: activates the human vanilloid receptor TRPV1; Q8NER1; 320,000 compounds, 0.19% hits; TRPV1-expressing cells, Fluo-8 calcium influx, agonist mode; activation, % at 8.33 µM; AID 540275; in the data active means activation above about 80%; inconclusive means between about 30% and that limit; further: 0% is about no effect
Target sequence (Q8NER1 whole entry, looked up): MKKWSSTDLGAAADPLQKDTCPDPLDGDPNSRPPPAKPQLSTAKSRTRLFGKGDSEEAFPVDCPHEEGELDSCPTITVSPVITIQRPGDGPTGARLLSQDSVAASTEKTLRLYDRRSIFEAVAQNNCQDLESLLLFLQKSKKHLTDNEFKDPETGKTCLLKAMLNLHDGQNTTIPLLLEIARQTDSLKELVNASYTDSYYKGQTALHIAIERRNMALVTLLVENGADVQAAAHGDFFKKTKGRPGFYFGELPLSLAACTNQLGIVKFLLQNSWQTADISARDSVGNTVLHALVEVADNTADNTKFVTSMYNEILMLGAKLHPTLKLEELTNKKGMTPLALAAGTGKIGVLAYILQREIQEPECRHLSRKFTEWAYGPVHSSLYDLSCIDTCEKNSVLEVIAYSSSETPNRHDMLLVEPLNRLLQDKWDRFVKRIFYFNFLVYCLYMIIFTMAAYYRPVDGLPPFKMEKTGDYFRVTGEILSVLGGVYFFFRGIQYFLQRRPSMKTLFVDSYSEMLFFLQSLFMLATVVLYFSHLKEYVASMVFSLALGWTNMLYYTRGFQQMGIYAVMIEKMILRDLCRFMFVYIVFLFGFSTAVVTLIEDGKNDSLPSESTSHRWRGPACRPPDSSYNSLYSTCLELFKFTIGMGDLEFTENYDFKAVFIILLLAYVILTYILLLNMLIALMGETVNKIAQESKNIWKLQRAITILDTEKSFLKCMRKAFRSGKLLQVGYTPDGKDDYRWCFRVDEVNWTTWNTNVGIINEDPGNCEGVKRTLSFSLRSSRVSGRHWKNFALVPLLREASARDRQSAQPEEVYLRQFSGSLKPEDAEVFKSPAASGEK
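Cells expressing TRPV1 were dye-loaded with Fluo-8 and read kinetically: 10 s baseline, 3 min after compound (agonist portion), then 2 min after EC20 capsaicin (allosteric enhancer portion). Calcium-bound dye fluorescence at 480/520 nm.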
Active calls of the source: *; ? = inconclusive; . = no result given; [ ] = remark or other dose. Unless noted, the call rests on the fitted dose curve; in most records, active means well fitted curve in the direction sought with a large enough effect; inconclusive means small, poorly fitted or top-dose-only effect, or another doubt; inactive means no such curve, though single readings can be large; an effect the other way counts as inactive or inconclusive. These rows are one share of the data; rates above refer to the full screens.

SMILES,GALK inhibitor,B2AR arrestin,Giardia killer,CXXC DNA block,PKM2 act,USP2a inh,KCNH2 3.1 inh,FBPA coupling cs,hERG WT inh,TRPV1 agonist,Menin-MLL TR inh
Cc1ccc(Cn2nnc3c(=O)[nH]c(C4CCCN(C(=O)c5ccco5)C4)nc32)cc1 (stereo not given),7%,-0.5%,-1,10%,16%,2%,-2,1,-2,5,-19%
O=C(CCC(=O)N1CCOc2ccccc21)NC1CCCCCC1,.,0.0%,-11,.,6%,3%,4,1,-3,0,5%
CC[C@]1(C(=O)OC)[C@H]2C(=O)N(Cc3ccccc3)C(=O)[C@H]2[C@H]2CN=C(SCC(=O)c3ccccc3)N21,.,-0.7%,10,.,.,-1%,-33,.,-3,.,.
O=C(NCCCO)c1cc2c([nH]c3ccccc32)c(-c2ccc(F)cc2)n1,-1%,0.2%,13,-4%,.,2%,-6,-5,3,4,9%
CCc1ccc(C(=O)NC2CCCCC2)s1,1%,-0.1%,-9,-2%,-10%,-4%,-24,-3,1,?,-5%
COc1ccc(NC(=O)CCNC(=O)C2CCN(S(=O)(=O)c3ccc(F)cc3)CC2)cc1OC,0%,-1.1%,-15,-8%,4.5µM*,1%,6,0,2,0,4%
CCCc1cc(=O)oc2c(C)c(OCc3nn[nH]n3)ccc12,3%,-0.7%,18,9%,-7%,-1%,53,33,-2,1,.
CCN1CCN(S(=O)(=O)c2ccc3c(c2)NC(=O)CS3)CC1,1%,0.2%,3,1%,.,1%,26,2,4,-2,-6%
O=C(N/N=C1\CCCc2ccccc21)c1ccc([N+](=O)[O-])cc1,0%,0.1%,-1,-5%,10%,0%,16,1,5,7,2%
O=C(CC1SC2=NCCN2C1=O)Nc1ccccc1 (stereo not given),2%,1.1%,23,2%,21%,0%,-11,6,-1,.,-2%[11.7 µM]
C/C(CC(=O)Nc1ccccc1Cl)=N\NC(=O)C(=O)NCCO,0%,2.9%,-8,6%,-1%,1%,7,0,-4,-2,-10%
O=C1NC(c2ccccc2)=CC(c2ccccc2O)N1 (stereo not given),.,0.0%,-7,.,.,2%,-3,.,-10,1,.
COc1ccc(C(CCNCc2ccc(N(C)C)cc2)c2ccccc2)cc1 (stereo not given),4%,0.5%,-15,?,.,4%,-85*,0,-30,6,?
O=C(CSc1nccc(=O)[nH]1)Nc1ccc2ccccc2c1,.,-0.2%,21,.,.,5%,14,.,-7,.,.
Cc1cccc(NC(=O)/C(C#N)=C/c2cn(CC(=O)NCc3ccco3)c3ccccc23)c1C,2%,-0.4%,-14,?,0%,3%,-18,2,0,-1,5%
CC(=O)Nc1ccc(S(=O)(=O)N(C)CC(=O)Nc2ccc(F)c(F)c2F)cc1,.,0.1%,-7,.,.,4%,2,.,2,3,.
Cc1cc(-c2ccccc2)c2c(=O)n(-c3ccccc3)[nH]c2n1,.,-0.9%,5,-5%,-6%,-2%,3,-4,8,10,15%
O=C(CN1CCN(C(=O)C2CCCO2)CC1)Nc1cc(C(F)(F)F)ccc1Cl (stereo not given),5%,3.5%,27,-6%,0%,0%,-5,-2,7,-2,1%
O=C(O)c1cc2[nH]c3c(c2cc1Cl)CCCC3,-4%,0.5%,2,1%,-1%,5%,-4,11,-2,0,-5%
O=C(CSc1n[nH]c(-c2ccccn2)n1)Nc1ccc(Cl)cc1,-6%,-0.1%,-7,47%[activator],.,2%,-7,-16,-2,4,?
Cc1noc(NS(=O)(=O)c2ccc(NC(=O)c3ccccc3NS(=O)(=O)c3ccc(F)cc3)cc2)c1C,.,-0.4%,12,.,.,3%,-17,.,3,.,.
CCOC(=O)c1cc(S(=O)(=O)NC2CCCCC2)cn1C,-1%,-0.1%,6,5%,.,0%,-12,.,6,-3,.
COc1ccc(CN(C(=O)c2nsc(Cl)c2Cl)C(C(=O)NC2CCCC2)c2ccc(C)cc2)cc1 (stereo not given),1%,-0.7%,-14,7%,-2%,0%,-37,-2,0,?,-16%
Cc1c(CC(=O)O)c(=O)oc2c(C)c(OCc3nn[nH]n3)ccc12,-1%,-0.6%,-6,11%,0%,4%,7,8,-7,2,.
CCN(CC)CC(=O)N1c2ccccc2Sc2ccc(Cl)cc21,-3%,-0.4%,20,-4%,1%,1%,-15,1,10,5,-23%
Cc1noc(C)c1S(=O)(=O)N(CC(=O)N1CCc2ccccc21)c1ccc(C(C)C)cc1,-1%,-0.3%,?,-9%,2%,0%,7,1,3,.,-15%[11.7 µM]
CC(=O)Nc1ccc(NC(=O)c2c(C)nn(Cc3ccccc3)c2Cl)cc1,-1%,-0.9%,-16,1%,3%,0%,2,4,-5,0,-1%
COc1ccc(Br)cc1S(=O)(=O)N(CC(=O)N1CCOCC1)c1ccccc1,-2%,-0.3%,-10,4%,5%,3%,5,-5,0,1,?
C/C(=C\c1ccccc1)C(=O)NCCN1CCOCC1,-4%,-0.2%,21,8%,0%,1%,8,6,-2,1,-15%
O=C(NCC1CCCO1)c1cn(-c2ccccc2)nc1-c1ccc(F)cc1 (stereo not given),6%,-1.0%,-3,1%,-3%,0%,3,.,-6,?,.
CCOc1cc(C(=O)OCC(=O)Nc2cccc(C)c2)ccc1OCC(=O)N1CCOCC1,-2%,-0.4%,25,4%,-4%,-4%,-10,-1,2,1,12%
O=C1CCCCC1C(=O)c1cn(-c2ccc(Cl)c(Cl)c2)nn1 (stereo not given),7%,0.0%,-6,15%,-11%,0%,-5,1,8,28,-26%
Cc1ccc(NC(=O)CN(C)C(=O)CCSc2ccc(F)cc2)cc1,.,-0.2%,7,.,.,1%,-10,.,-3,3,.
CC(=O)Nc1ccc(Cl)c(C(N)=O)c1,-5%,0.2%,12,8%,-1%,2%,-7,2,9,-3,13%
CC(C)CNC(=O)c1cccc(NC(=O)c2ccc(NC(=O)c3ccco3)cc2)c1,0%,-0.2%,-7,47%[activator],-6%,2%,0,-2,24,0,?
Cc1cc(C(=O)COC(=O)c2nccnc2N)c(C)n1C,1%,0.0%,-11,1%,-5%,-1%,24,-1,-5,-1,13%
Cc1ccc(C)c(S(=O)(=O)N2CCCOC2CNC(=O)C(=O)NCCCN2CCOCC2)c1 (stereo not given),6%,-0.6%,16,3%,-12%,1%,.,.,8,0,.
COc1cccc(-n2nnnc2SCC(=O)c2ccc(NC(C)=O)cc2)c1,1%,-1.2%,-2,-2%,-3%,-1%,-16,0,-2,8,-9%
CN(C)S(=O)(=O)N1CCC(Oc2ccc(C(=O)NC3Cc4ccccc4C3)cc2)CC1,-1%,0.4%,9,8%,1%,1%,2,-2,-5,5,-2%
CC1CN(C(=O)CN2C(=O)c3ccccc3S2(=O)=O)CC(C)O1 (stereo not given),3%,-0.7%,27,-9%,13%,-1%,3,3,-10,-4,1%
COc1cc(NC(=O)CN2C(=O)C(=O)N(CC(C)C)C2=O)cc(OC)c1,.,0.0%,-18,.,.,2%,1,.,1,1,.
NS(=O)(=O)c1cccc(NS(=O)(=O)c2ccc3ccccc3c2)c1,1%,-0.5%,-8,0%,.,1%,-4,0,-9,-3,?
CC(C)c1nc2cc(C(=O)N3CCNC(=O)C3c3cccc(F)c3)ccc2o1 (stereo not given),2%,-0.3%,4,16%,.,4%,-10,5,-1,4,-15%
CCCCNC(=O)N1CCOCCOCCN(C(=O)NCCCC)CCOCCOCC1,-2%,-0.4%,13,12%,-1%,3%,-5,1,-1,-5,-16%
COc1ccc(OC)c(Nc2c3c(nc4ccccc24)CCC3)c1,.,0.5%,10,9%,.,-2%,-16,1,44,17,-14%
COc1ccc([N+](=O)[O-])cc1N(CC(O)CN(CC(C)C)CC(C)C)S(=O)(=O)c1ccc(C)cc1 (stereo not given),0%,0.0%,16,-14%,7%,-1%,9,-14,-12,5,.
Cc1cccc(C)c1NC(=O)NCc1ccco1,-1%,-0.7%,-14,-3%,0%,2%,-4,1,7,-3,15%
COc1ccc(/C=C(\C#N)C(=O)OCC(=O)Nc2c(C)cccc2C(C)C)cc1,0%,-0.4%,-6,17%,-9%,2%,-19,4,-29,7,-3%
C=C(C)CN(CC)c1ccc(N2C(=O)CCCC2=O)cc1[N+](=O)[O-],-1%,0.0%,42[activator],7%,.,3%,4,-13,-10,-9,?

Source: PubChem BioAssay (National Center for Advancing Translational Sciences (NCATS))
